Screening results as filed in PubChem.
ARFGAP1 inh = rat ARFGAP1 inhibition. Q62848. Arfgap1-stimulated ARF1 GTP hydrolysis, GDP FP detection. inhibition, % at 16.5 µM. 360,000 compounds, 0.26% hits;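 active means inhibition above a per-plate limit, mean inhibition of low control wells plus 3 SD, cut at about 25% in these data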;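 further: 0% = DMSO wells with enzyme and 100% = wells lacking Arfgap1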
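System: truncated rat Arfgap1 GAP domain / Benchmarks: high control wells lacking Arfgap1, low control full reaction with DMSO / Times: compound-enzyme preincubation 20 min, reaction 120 min, detection 60 min, 25 °C / Repeats: one replicate per compound / Also added: human ARF1(Δ1-17)-GTP substrate / Measured by: Tracer-displacement fluorescence polarization with EDTA stop, 620/688 nm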
Tn6 DDE FP = disrupts Tn6 cyclic peptide binding to fibrin D-Dimer-E complex. Fibrin DD(E) TRITC-Tn6 fluorescence polarization displacement. inhibition, % at 8.3 µM. 370,000 compounds, 0.21% hits;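 active means inhibition above a per-campaign cutoff: mean of compounds within control limits plus 3 SD, cut at about 15% in these data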;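 further: 0% = median of all compound wells on the plate and 100% = blocking peptide control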
ASAP1 GAP inh = ASAP1 ArfGAP inhibition. ASAP1-stimulated ARF1 GTP hydrolysis, GDP FP detection. inhibition, % at 16.5 µM. 360,000 compounds, 0.19% hits. AID 624377; in the data active means inhibition above about 25%;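 further: 0% = vehicle with enzyme and substrate and 100% = no enzyme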
KLK7 zymogen act = activators of human kallikrein-7 zymogen; P49862; purified proKLK7, EDANS-DABCYL substrate fluorescence; 100% is mature enzyme control, 0% vehicle; activation, % at 7 µM; 370,000 compounds, 0.9% hits;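 active means activation above the mean of all tested compounds plus 3 SD, computed per campaign excluding outliers beyond control limits, cut at about 13% in these data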
ADAM17 inh = inhibits human ADAM17 | recombinant ADAM17, EDANS/DABCYL FRET peptide cleavage | inhibition, % at 6.95 µM | AID 720648 | 370,000 compounds, 0.83% hits;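 active means inhibition above the mean of compounds lying between control limits plus 3 SD, set per campaign, cut at about 8.5% in these data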;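 further: 0% = DMSO-only wells as the low control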
LEDGF integ inh = blocks HIV-1 LEDGF/p75-dependent DNA integration; TR-FRET IN-LEDGF/p75 DNA integration, Eu/Cy5; inhibition, % at 3.7 µM; 370,000 compounds, 0.64% hits;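 active means inhibition above the screen-wide mean plus 3 SD, cut at about 13% in these data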;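 further: signal is the Cy5 over europium emission ratio at 671 and 618 nm; 0% = plate median of compound wells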
TDP2 absorb = blocks human TDP2 phosphodiesterase activity. O95551. recombinant TDP2, T5PNP hydrolysis, p-nitrophenol absorbance 415 nm. inhibition, % at 12.8 µM. 370,000 compounds, 0.34% hits. AID 720702;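 active means inhibition above the mean of all tested compounds plus 3 SD, set per campaign, cut at about 25% in these data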;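 further: 0% = DMSO with enzyme and 100% = buffer with substrate but no TDP2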
Target sequence (O95551 whole entry, looked up): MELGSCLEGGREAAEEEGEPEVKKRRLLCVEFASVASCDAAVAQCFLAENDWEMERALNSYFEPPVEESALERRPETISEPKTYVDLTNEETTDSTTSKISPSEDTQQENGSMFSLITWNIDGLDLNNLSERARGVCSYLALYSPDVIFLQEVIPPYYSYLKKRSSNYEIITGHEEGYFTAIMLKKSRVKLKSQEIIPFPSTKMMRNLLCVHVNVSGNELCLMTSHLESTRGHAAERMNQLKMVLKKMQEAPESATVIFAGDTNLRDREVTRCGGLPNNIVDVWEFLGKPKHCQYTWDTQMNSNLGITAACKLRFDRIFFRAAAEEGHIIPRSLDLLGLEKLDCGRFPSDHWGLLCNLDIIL
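Evaluation: % inhibition relative to enzyme-containing and enzyme-free wells. Material: recombinant human TDP2. Benchmarks: enzyme-free and DMSO wells. Timing: enzyme reaction with compound for 2 h at 37 °C. Compound dosing: 12.8 µM only. Measured by: p-Nitrophenol epi absorbance. Reagent: T5PNP substrate at 5 mM, a TopII-DNA adduct mimic. Replication: single well per compound.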
PLC-gamma1 inh = inhibitors of human phospholipase C gamma1 | P19174 | purified PLC-gamma1, fluorogenic substrate, fluorescence | inhibition, % at 12.2 µM | 370,000 compounds, 0.84% hits | AID 720700; in the data active means inhibition above about 9.5%
ADAM10 inh = ADAM10 inhibition, QFRET primary screen. O14672. recombinant ADAM10, EDANS/DABCYL FRET peptide cleavage, 3 h. inhibition, % at 7 µM. 370,000 compounds, 0.62% hits. AID 720582;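 active means inhibition above a per-campaign cutoff equal to the mean of compounds falling between control-based bounds plus 3 SD, cut at about 20% in these data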;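 further: 0% = DMSO wells while the 100% control is not disclosed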
Target sequence (O14672 214-748 limits assumed): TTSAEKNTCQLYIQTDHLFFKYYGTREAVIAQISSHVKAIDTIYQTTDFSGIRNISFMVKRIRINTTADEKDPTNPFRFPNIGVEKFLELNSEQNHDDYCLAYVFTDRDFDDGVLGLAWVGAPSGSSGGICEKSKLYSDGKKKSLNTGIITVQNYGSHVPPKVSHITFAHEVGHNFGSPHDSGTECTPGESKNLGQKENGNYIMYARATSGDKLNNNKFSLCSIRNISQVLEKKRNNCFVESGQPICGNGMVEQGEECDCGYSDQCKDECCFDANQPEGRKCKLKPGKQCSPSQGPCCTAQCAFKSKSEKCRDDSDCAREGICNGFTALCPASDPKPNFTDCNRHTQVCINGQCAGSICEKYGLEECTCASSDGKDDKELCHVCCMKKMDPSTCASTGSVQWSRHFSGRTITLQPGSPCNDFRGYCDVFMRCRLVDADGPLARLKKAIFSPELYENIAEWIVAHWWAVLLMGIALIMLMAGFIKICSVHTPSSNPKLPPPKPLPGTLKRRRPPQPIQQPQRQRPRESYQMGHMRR
DDE Tn7 FP inh = DD(E)-Tn7 binding inhibition, primary FP screen | P02675 | FP displacement of FITC-Tn7 peptide from fibrin DD(E); 0% = median of compound wells per plate | inhibition, % at 8.3 µM | 370,000 compounds, 0.13% hits | AID 720508;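 active means inhibition above the mean of compounds falling within the control limits plus 3 SD of them, cut at about 14% in these data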;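 further: 0% = plate median of compound wells and 100% = 10 µM Aha-Tn7 peptide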
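Test system: human clot-derived fibrin DD(E) complex / Quantity: 2 µM final DD(E) protein / Incubation: 10 min plus 3 h, room temperature / Measured by: fluorescence polarization / Benchmarks: high control of 10 µM Aha-Tn7 peptide / Replicates: singlicate testing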
* marks the source's active call; other numbers are inactive results; · = not tested or not shown.

SMILES	ARFGAP1 inh	Tn6 DDE FP	ASAP1 GAP inh	KLK7 zymogen act	ADAM17 inh	LEDGF integ inh	TDP2 absorb	PLC-gamma1 inh	ADAM10 inh	DDE Tn7 FP inh
O=[N+]([O-])c1cc(S(=O)(=O)C(F)(F)F)ccc1Sc1nc2ccccc2[nH]1	0	-1	-2	0.7	5	-2	8	7	17	1
CN1CCC(=NNc2ccc(S(=O)(=O)N3CCOCC3)cc2[N+](=O)[O-])CC1	4	-4	-2	0.1	-1	0	10	1	-6	4
CN1CCN(c2ccc(CNC(=O)c3ccc(-c4ccnn4C)c4ccoc34)cc2)CC1	4	-3	-3	0.1	-5	-4	7	-2	-13	-3
Cc1cc(C)nc(N/C(=N\S(=O)(=O)Cc2ccccc2)Nc2ccccc2Br)n1	-4	1	10	0.1	0	-2	7	-1	4	-4
Cc1ccc(-c2csc3ncnc(N4CCc5ccccc5C4)c23)cc1	-3	4	0	-0.1	-1	0	0	0	-1	4
N#CC1=C(N)Oc2n[nH]c(-c3cccs3)c2C1C1C=CCCC1 (stereo unspecified)	-2	-6	9	-0.9	5	-2	-5	1	7	-4
Cc1cc(C)nc(Nc2cccc(C(F)(F)F)c2)n1	0	6	-2	-0.3	-2	3	-10	4	-8	2
Cc1ccc2cc(CN(CC3CCCO3)C(=O)Nc3ccccc3F)c3nnnn3c2c1 (stereo unspecified)	-6	-3	7	-0.1	1	4	-9	5	7	-3
COc1cccc(NC(=O)CN(C)C(=O)/C=C/c2cn(-c3ccccc3)nc2-c2cccs2)c1	18	-7	7	-76	-33	3	9	-295	-126	-7
O=C(NCCCN1CCCC1=O)c1cccc(N2CCCC2=O)c1	-8	0	-5	-0.4	-7	3	4	0	-3	2
NC(=O)CC(NC(=O)Cc1cccc2ccccc12)c1ccc(NCCN2CCCCC2)c([N+](=O)[O-])c1 (stereo unspecified)	2	3	-2	0.5	-3	-1	3	2	2	10
CCOC(=O)C[N+](CC)(CC)CC#Cc1ccccc1	0	-3	7	-1.1	6	7	-21	6	8	-2
CS(=O)(=O)Nc1ccccc1C(=O)NCCSc1ccccc1	-1	-6	-10	-3.4	-31	2	-2	-21	-86	-1
CC(CNC(=O)CCc1ccccc1)NC(=O)CCc1ccccc1 (stereo unspecified)	-2	-7	-9	0.3	-2	4	-15	8	5	3
CCCn1c(C2CCCN2c2nc(-c3ccc(C)cc3)cs2)nc2ccccc21 (stereo unspecified)	-5	5	3	-0.1	2	2	-15	-3	3	2
CCOC(=O)c1ccc2c(c1)nc(SCC(=O)NC(C)C)n2CC	0	4	-10	0.1	1	1	5	3	0	-6
C#CCOCCOCCOCCNc1nc(N2CCOCC2)nc(N2CCN(C(=O)[C@H](CCC(=O)O)n3cc(C(N)[C@H](C)CC)nn3)CC2)n1 (stereo partly specified)	-3	3	-4	-0.3	-4	-5	6	-2	2	0
CC(C)Cn1c(SCC(=O)Nc2cccc(S(N)(=O)=O)c2)nc2ccccc2c1=O	19	0	1	-0.1	3	4	-2	2	5	-5
O=C(c1ccc(OC2CCN(C/C=C/c3ccc(F)cc3)CC2)cc1)N1CCCCC1	8	-8	-2	0.1	-4	-4	-8	3	-6	0
O=C(c1ccco1)N1CCN(c2nc(C(F)(F)F)nc3c2nnn3Cc2ccccc2)CC1	-2	-5	-1	0.5	-3	2	-3	-1	6	2
COc1ccccc1CNC(=O)COC(=O)c1cc([N+](=O)[O-])ccc1N1CCOCC1	3	-3	-4	-0.3	-3	-2	-9	3	-1	1
COC(=O)C1=C(C)NC(=S)NC1c1ccc(-c2cccc(Cl)c2)o1 (stereo unspecified)	-12	7	-14	-0.1	-3	0	8	-1	-1	4
S=C(Nc1ccc(Cl)cc1)N1CCCC1	16	0	-13	-0.6	-3	-1	2	-1	-6	6
CCN(CC)c1ccc(/C=N/NC(=O)c2cccc(S(=O)(=O)N3CCOCC3)c2)c(O)c1	-4	-1	20	-0.8	-3	-3	-5	-9	-7	-3
COc1ccc(-c2cc(C(=O)Nc3cc(C)ccc3O)no2)cc1	9	-3	-9	-0.5	-3	1	2	-1	-2	7
O=C(NCCc1ccc(Cl)cc1Cl)c1cc([N+](=O)[O-])c[nH]c1=O	-5	4	-10	-0.5	4	4	-10	2	20*	7
CCCCN(C)C(=O)CSc1nnc(-c2cccnc2)n1C1CCCCC1	·	3	·	0.1	0	0	10	-2	-1	3
CC(=O)N1CCc2cc(S(=O)(=O)N3CC(C)CC(C)C3)ccc21 (stereo unspecified)	-4	-2	8	0.2	-3	2	3	3	2	6
O=S(=O)(NCc1ccccc1)c1ccc(Br)c2nsnc12	1	-2	-10	0.3	-6	-10	-2	-7	-15	-2
Cc1cc(C(C)(C)C)cc(S(=O)(=O)NCC(=O)O)c1C	-4	-2	11	-0.6	-6	0	-1	0	-5	-2
COC(=O)c1c(C)[nH]c(C)c1-c1ccccc1Cl	8	-4	-3	-0.3	0	-1	-18	4	3	-3
COc1cc(OC)cc(C(=O)N2CCN(Cc3cccc(F)c3)CC2)c1	0	-4	6	-0.1	-6	-1	19	-3	-9	11
COc1ccc(C/C(N)=N/OC(=O)c2ccc(Cl)cc2)cc1	-4	2	-1	-1.1	0	1	3	-3	0	5
O=C(c1cccc(OC2CCN(Cc3ccc(F)cc3)CC2)c1)N1CCCC1	-4	-2	-3	-0.3	-4	-6	-7	-1	6	10
COc1ccc(OC)c(S(=O)(=O)N(CC(=O)NC2CCC(C)CC2)c2cc(C)cc(C)c2)c1 (stereo unspecified)	·	0	·	-0.2	0	-6	4	-1	-7	0
CC(C)NC(=O)COC(=O)CNC(=O)c1cc(Cl)cc([N+](=O)[O-])c1	-3	0	1	-1.1	-3	-2	-9	-2	9	1
COc1ccc(-c2nc(N)ncc2-c2csc(C)n2)c(O)c1	-1	-1	10	0.5	-3	1	1	-3	-8	2
Cc1ccc(C(NC(N)=O)c2ccccc2)cc1 (stereo unspecified)	14	6	0	0.6	9	3	-17	12*	13	3
COc1ccc(NC(=O)c2c(C)oc3c2CCCC3)cc1	-5	-2	5	-0.5	-2	-2	-7	-2	-4	3
C=CCC(NCc1ccccc1)c1ccc(Cl)cc1 (stereo unspecified)	-3	-5	-14	-0.6	1	2	0	4	4	-6
O=c1[nH]cc(NCc2ccccc2)c(=O)[nH]1	7	-4	-16	0.2	-8	1	1	3	-14	2
CCN(CC)C(=O)COc1ccc(-c2ccccc2)cc1	2	3	-2	0.3	-2	2	5	0	4	-4
CCC1CN(C(=O)N2CCC(C(=O)NCc3ccc(C)o3)CC2)c2ccccc2O1 (stereo unspecified)	5	-3	-8	0.2	-2	-8	-6	1	-2	-2
Cc1ccc2cc3c(nc2c1)OCC3	18	-1	2	0.0	-4	6	-4	-1	-1	2
Cc1nn(C)cc1C(C)NCc1c(C(=O)N2CCCCCCC2)nc2ccc(Cl)cn12 (stereo unspecified)	-5	3	-5	0.4	-3	0	6	1	4	8
CC1c2cccn2CCN1S(=O)(=O)c1ccc(F)cc1 (stereo unspecified)	-7	-3	0	0.4	-7	2	8	-10	-20	4
CCN(CC(=O)NCCCN1CCOCC1)S(=O)(=O)c1ccc(F)cc1	6	-4	-7	0.0	-5	-3	-6	3	2	4
CC(OC(=O)c1cccs1)C(=O)NCc1ccc2c(c1)OCO2 (stereo unspecified)	-4	-6	9	0.2	-6	1	2	-3	-12	4
CCOC(=O)[C@]12CCC=C1N(Cc1ccco1)C(=O)[C@H](CC(=O)NCC13CC4CC(CC(C4)C1)C3)C2	4	-5	-14	0.1	-2	-2	6	1	-2	-4
CC(C)NC(=O)NC(=O)COC(=O)c1ccc(OC(F)(F)F)cc1	17	2	-13	-0.3	3	-1	-7	-1	2	-5
C/C=C/c1ccc(OCCCCN2CCC(C)CC2)c(OC)c1	0	-2	14	-0.5	1	2	14	-1	3	-3

The order is random (roughly 4.2% active in at least one column).
